Bioassay records: PubChem BioAssay, The Scripps Research Institute Molecular Screening Center
GPR151 ag: human GPR151 activation; PathHunter beta-arrestin GPR151 cells, luminescence; Q8TDV0; AID 1508602; 650,000 tested, 1% active; activation, % at 11.2 µM; in the data active means activation above about 4.9%;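 further: 0% = median of compound wells and 100% = cells with positive control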
Target sequence (Q8TDV0 whole entry, looked up): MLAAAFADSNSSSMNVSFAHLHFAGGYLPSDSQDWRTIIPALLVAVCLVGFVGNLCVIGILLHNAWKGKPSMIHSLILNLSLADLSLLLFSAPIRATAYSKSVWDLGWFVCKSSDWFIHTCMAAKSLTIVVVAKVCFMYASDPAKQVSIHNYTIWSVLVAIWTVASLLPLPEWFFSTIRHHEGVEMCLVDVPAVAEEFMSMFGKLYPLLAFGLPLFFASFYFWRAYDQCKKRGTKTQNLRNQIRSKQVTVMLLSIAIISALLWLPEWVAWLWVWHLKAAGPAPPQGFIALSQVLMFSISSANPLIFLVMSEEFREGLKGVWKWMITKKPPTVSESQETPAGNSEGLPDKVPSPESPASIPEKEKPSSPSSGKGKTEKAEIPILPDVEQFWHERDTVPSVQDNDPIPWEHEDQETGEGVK
FBW7 activator: human FBW7 E3 ligase activation, primary screen; Q969H0; AlphaScreen FBW7–phospho-cyclin E peptide binding, activator screen; normalized activity (activation), % at 26.1 µM; 650,000 tested, 0.13% active; in the data active means normalized activity above about 1.9%;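 further: purified mutant Fbw7 with reduced substrate affinity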
MITF primary: human MITF inhibition, primary screen; O75030; AlphaScreen MITF homodimerization, bead proximity signal; inhibition, % at 2.6 µM; 650,000 tested, 0.91% active; AID 1259374; in the data active means inhibition above about 50%;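 further: 0% = vehicle wells with protein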
Target sequence (O75030 whole entry, looked up): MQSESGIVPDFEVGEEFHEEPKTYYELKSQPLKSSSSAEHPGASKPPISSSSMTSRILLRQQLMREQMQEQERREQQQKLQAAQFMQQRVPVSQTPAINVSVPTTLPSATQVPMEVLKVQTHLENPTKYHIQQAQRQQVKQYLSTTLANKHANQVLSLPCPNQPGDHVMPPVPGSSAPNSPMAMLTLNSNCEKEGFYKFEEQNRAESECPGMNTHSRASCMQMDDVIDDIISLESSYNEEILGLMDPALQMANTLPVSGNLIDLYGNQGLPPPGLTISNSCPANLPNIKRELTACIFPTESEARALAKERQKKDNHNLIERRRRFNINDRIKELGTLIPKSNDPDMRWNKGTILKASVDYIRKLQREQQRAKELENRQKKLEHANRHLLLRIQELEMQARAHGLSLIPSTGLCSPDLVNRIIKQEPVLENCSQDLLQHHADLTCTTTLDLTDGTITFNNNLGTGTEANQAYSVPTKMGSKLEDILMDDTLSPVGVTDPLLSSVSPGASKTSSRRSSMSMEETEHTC
TEAD-YAP block: TEAD-YAP interaction inhibition. HEK-TIYL cells, TEAD-Gal4/YAP UAS-luciferase luminescence. inhibition, % at 9.12 µM. 640,000 tested, 1.4% active. AID 1259422; in the data active means inhibition above about 32%;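 further: 0% = median of test compound wells and 100% = reference inhibitor wells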
Active calls of the source: *.

Each structure is followed by: GPR151 ag, FBW7 activator, MITF primary, TEAD-YAP block
- Cc1cccc(-n2nc3c(c2NC(=O)c2cc4ccccc4oc2=O)CS(=O)(=O)C3)c1C
→ -0.7, 0.0, -10, -3
- CC(C)CC(=O)Nc1ccc(S(=O)(=O)N2CCN(c3cnccn3)CC2)cc1
→ -0.5, 0.0, 1, -4
- CN1CCN(CCNC(=O)CN2N=C(C(C)(C)C)Cn3c(cc4ccccc43)C2=O)CC1
→ 0.2, -0.2, -8, -7
- Cc1ccc(NC(=O)C(C)N2Cc3ccccc3C2=O)cc1F (configuration not stated)
→ 1.5, 0.1, 14, 1
- COc1ccc(OC)c(Nc2ccc([N+](=O)[O-])cc2[N+](=O)[O-])c1
→ -0.5, 0.5, 10, 10
- N#Cc1ccc(-c2cnn3c(N4CCC[C@H]4CO)ccnc23)cc1
→ 1.0, -0.4, 15, -66
- CC1CCN(CCCN2C(=O)C3C(C(=O)Nc4ccc(Br)cc4)C4C=CC3(O4)C2C(=O)NC2CCCCC2)CC1 (configuration not stated)
→ 0.9, 0.1, 3, 3
- CCOC(=O)C1=C(C)N=c2s/c(=C\c3ccc(OC(C)=O)cc3OC(C)=O)c(=O)n2C1c1ccc(C(C)(C)C)cc1 (configuration not stated)
→ 0.2, 0.1, -1, 0
- COc1ccc(C2C=C(Nc3ccccc3)C(=O)N2c2ccccc2)cc1 (configuration not stated)
→ -0.1, 0.0, 14, -2
- CC1CC(C)(C)CC2(C1)NC(=O)N(CC(=O)Nc1ccc(F)c(F)c1F)C2=O (configuration not stated)
→ -0.9, 0.0, 4, 12
- COc1ccc(/C=C2\C(=O)N(c3nc(-c4ccc(Cl)cc4)cs3)N=C2c2ccccc2)cc1OC
→ 0.9, 0.1, 1, 5
- CC(C)Nc1nc(NC(C)C)nc(N(C)C#N)n1
→ 0.8, 0.1, -15, 0
- Cc1cc(C)c(C#N)c(SCC(=O)C2CC2)n1
→ 0.5, 0.3, -6, -22
- OCC1(CCOc2ccccc2)CCN(Cc2nc3ccccc3[nH]2)CC1
→ 1.2, -0.1, -10, 8
- COc1cccc(CC(=O)OCC(=O)c2cc(OC)ccc2OC)c1
→ -0.7, 0.0, 2, 12
- Cc1ccc(C(=O)Nc2c(C(=O)Nc3ccccn3)cnn2-c2ccccc2)cc1
→ 1.2, 0.4, 14, -22
- CCCNC(=O)CSc1nnc(-c2ccccc2)c2sc(C)nc12
→ 0.0, -0.1, 13, 2
- N#Cc1cc(Oc2nc3ccccc3s2)c(N2CCOCC2)cc1C#N
→ 1.4, 0.0, -6, -19
- Cn1c(Cn2c(=O)sc3ccccc32)nnc1SC1CCCC1
→ -1.8, -0.2, -2, -11
- Cc1cc(N2CCC(C(N)=O)CC2)nc(-c2ccccc2)n1
→ 3.3, -0.1, -4, -6
- CCn1c(CNC(C)c2ccc(F)cc2)nc2cc(S(=O)(=O)N3CCCCC3)ccc21 (configuration not stated)
→ -0.7, 0.2, 12, 6
- COc1cc(/C=N/NC(=O)C23CC4CC(CC(C4)C2)C3)ccc1O
→ 2.2, 0.4, 5, -21
- COc1cccc2cc(-c3csc(Nc4ccccc4Cl)n3)c(=O)oc12
→ 0.0, 0.0, -1, 5
- CCOC(=O)c1ccc(NC(=O)C(=O)N/N=C(\C)CCc2ccccc2)cc1
→ -0.8, 0.0, 15, 15
- COc1cccc2cc(-c3cc(=O)oc4cc(OCC(N)=O)ccc34)c(=O)oc12
→ 1.0, 0.0, 7, 2
- N#Cc1cc2cc3c(cc2nc1NCCNC(=O)Nc1ccc(F)cc1)OCO3
→ 0.9, 0.0, -12, 0
- O=C(CCc1ccccn1)NCCN1Cc2ccccc2OC(c2ccccc2)C1 (configuration not stated)
→ 2.5, 0.3, -10, 6
- O=C1CCSc2ccccc2N1Cc1ccccc1
→ 1.1, 0.0, 0, -3
- CC(C)(C)C1=NN(CC(=O)N2CCSCC2)C(=O)c2cc3sccc3n2C1
→ 0.8, -0.2, 4, -2
- COc1ccc(N2C(=O)/C(=C\c3ccccc3)N=C2c2ccccc2)cc1
→ 0.4, 0.2, 6, -1
- O=C(CN1CCN(c2ccc(O)cc2)CC1)Nc1cc(Cl)ccc1Cl
→ -0.3, 0.0, 2, -3
- COc1cc([N+](=O)[O-])ccc1-c1ccc(/C=c2\sc3n(c2=O)C(c2ccc(Br)cc2)C2=C(N=3)c3ccccc3CC2)o1 (configuration not stated)
→ -0.4, -0.3, 1, -8
- Cc1ccc(NC(=O)c2cccc(C(F)(F)F)c2)c(C(=O)c2ccccc2)c1
→ 0.5, 0.3, -8, 1
- CCCNc1nc(NCCCN2CCCC2=O)nc2c1ncn2-c1ccsc1
→ -0.6, -0.1, 8, 48*
- COc1cccc(-c2cc(C(F)(F)F)c3c(n2)oc2onc(N)c23)c1
→ 1.0, 0.1, 5, -5
- COc1ccc(C)cc1NC(=O)NCCN1CCCCC1
→ -0.3, 0.5, 10, 12
- COc1ccccc1NC(=O)CN(c1ccc(C)cc1)S(=O)(=O)c1c(C)n[nH]c1C
→ 0.1, -0.1, -1, 6
- NC(=O)c1ccc(NC(=O)C23CC4CC(CC(C4)C2)C3)cc1
→ 3.1, -0.1, -5, -15
- CC1CC(C)(C)Nc2ccc(OC(=O)N3c4ccccc4Sc4ccccc43)cc21 (configuration not stated)
→ 1.6, -0.2, -3, 4
- CCc1nc(SCC(=O)NCc2ccccc2)c(C#N)cc1C
→ -0.1, 0.0, 12, -1
- C=CCn1c(SCC(=O)N2CCOCC2)nc2sc3c(c2c1=O)CCCC3
→ -0.7, -0.3, 14, 9
- Brc1cccc(C2=CC(c3cccs3)n3ncnc3N2)c1 (configuration not stated)
→ -1.0, 0.2, 17, 5
- c1ccc(-n2cnc3c(NC4CC4)nc(N4CCc5ccccc5C4)nc32)cc1
→ -1.6, 0.2, 8, -8
- Cc1nc(NC(=O)c2c(Cl)cccc2Cl)sc1C(=O)N(C)C
→ 1.1, 0.1, 12, -3
- c1ccc2cc(OCCN3CCOCC3)ccc2c1
→ -0.4, -0.1, -3, -45
- CC1C(c2ccc(F)cc2)=[N+]([O-])C(C)(c2ccccc2)N1O (configuration not stated)
→ -0.3, -0.1, -6, 17
- Cc1ccc(NC(=O)c2ccc(Oc3ccc(NC(=O)c4ccc(C)c(C)c4)cc3)cc2)cc1C
→ 0.1, -0.2, 9, -1
- COc1ccc(Br)cc1/C=C1\SC(N2CCOCC2)=NC1=O
→ -2.4, -0.7, 7, 6
- COc1cc(C2Nc3ccccc3-c3nnc(SCc4ccccc4)nc3O2)ccc1OCC(=O)O (configuration not stated)
→ -0.3, 0.0, 13, -29
- CC(=O)c1ccc(NC(=O)c2c(O)c3ccccc3[nH]c2=O)cc1
→ -1.3, 0.5, 15, -7
- N#Cc1c(SCC(N)=O)nsc1SCc1ccccc1Cl
→ -0.2, -0.1, 2, -1
- CCCn1cnc2sc(C(=O)Nc3cc(Oc4ccccc4)cc([N+](=O)[O-])c3)c(C)c2c1=O
→ 0.3, 0.0, 15, 0
- COc1cc([N+](=O)[O-])ccc1NC(=S)NC1CCN(Cc2ccccc2)CC1
→ 0.7, -0.3, 7, 17
- COc1cccc(-c2cc(C(=O)N3CCN(C4CCCCC4)CC3)[nH]n2)c1
→ -1.0, 0.6, 10, 17
- CC(C)NC(=O)C1CCN(C2CCN(Cc3ccc(C4CCCCO4)s3)CC2)CC1 (configuration not stated)
→ -1.2, 0.3, 19, 11
- CC(=O)C1=C(C)NC2=C(C(=O)CCC2)C1c1cc(C#N)n(C)c1C (configuration not stated)
→ -0.7, -0.2, -5, 10
- O=C(CCc1ccco1)Nc1ccc(-c2cn3c4c(nnc3n2)CCCC4)cc1
→ 1.7, -0.4, 72*, -13
- O=C(Nc1nc2ccccc2n1CCOc1ccccc1)c1ccc(Cl)cc1
→ 0.5, 0.0, 9, 7
- C[C@H](c1ccccc1)n1c(=O)[nH]c2ncc(-c3cccc(C(N)=O)c3)nc21
→ 0.8, -0.2, -3, 11
- CC1=C(C(=O)Nc2cccc(C)n2)C(c2ccccc2C(F)(F)F)C2=C(CCCC2=O)N1 (configuration not stated)
→ -1.5, 0.1, 12, 5

More records follow:
canonical_smiles | GPR151 ag | FBW7 activator | MITF primary | TEAD-YAP block
Cc1nc([N+](=O)[O-])c(Br)n1Cc1ccc(Br)cc1 | 0.5 | 0.0 | -1 | 26
Cc1ccc2c(c1)nnn2C1CCN(CC(=O)Nc2ccc(F)c(Cl)c2)CC1 | 1.4 | 0.0 | 8 | 3
Cc1ccc(N2C(=O)NC3CC2(C)Oc2ccc([N+](=O)[O-])cc23)cc1F (configuration not stated) | 0.2 | -0.1 | -5 | 3
Cc1sc(NC(=O)CN2CCN(C(=O)C(C)(C)C)CC2)c(C(N)=O)c1C | -1.0 | 0.7 | -6 | 2
CCc1ccc(NC(=O)CSc2nnc(-c3ccc(NS(=O)(=O)CC)cc3)o2)cc1 | -0.4 | 0.0 | -18 | 4
N#Cc1ccccc1CSc1nnc(N)n1-c1ccccc1 | 3.2 | -0.1 | 2 | -11
Cc1[nH]nc2c1C(c1cccc(Br)c1)C(C#N)=C(N)O2 (configuration not stated) | 0.1 | 0.1 | 17 | -1
C=CCN1C(=O)/C(=C\c2ccc(C)cc2)C(C(=O)OC)=C1C | 1.0 | 0.2 | 12 | 7
COc1ccc(N2CCN(C(=O)c3cc4c(=O)n5ccccc5nc4n3C)CC2)cc1 | 0.2 | 0.2 | 20 | -3
CC(=O)C1C(c2ccccc2Cl)NC(=O)NC1(O)C(F)(F)F (configuration not stated) | 0.1 | -0.2 | 3 | -13
CN(C)S(=O)(=O)Nc1ccc(N2CCC(NCCCc3cccnc3)CC2)cc1 | 1.3 | 0.1 | 7 | -4
O=C1Nc2ccccc2/C1=N\N=C\c1ccc(O)cc1 | 0.9 | 0.0 | -2 | 4
O=C(CCc1nnc2n(Cc3ccc(F)cc3)c(=O)c3ccccc3n12)NC1CCCC1 | -0.3 | 0.3 | 12 | 18
COc1ccc(-c2noc(C3CCCN(C(=O)c4ccc(Br)cc4)C3)n2)cc1 (configuration not stated) | 0.2 | 0.1 | 4 | 4
Cn1c(C(=O)Nc2ccc(F)cc2)cc2c(=O)oc3ccccc3c21 | 2.9 | 0.1 | -4 | -4
Clc1ccc(-n2c(-c3ccccc3)ccc2-c2ccccc2)cc1 | 0.5 | -0.4 | 0 | -7
C/C=C/COC(=O)C1=C(C)NC(=O)NC1c1cc(OC)ccc1OC (configuration not stated) | -0.8 | 0.0 | -6 | 5
N#Cc1c(N)[nH]c(=S)c(C#N)c1-c1cccc(Cl)c1 | -0.5 | -0.1 | -3 | -9
CCC(=O)NCC(c1ccco1)S(=O)(=O)c1cccs1 (configuration not stated) | -0.9 | 0.7 | 3 | -2
CC1CCC(=C(C#N)c2nc(-c3ccc(Br)cc3)cs2)CC1 (configuration not stated) | 0.6 | 0.1 | 3 | -1
CNC(=O)CN(c1ccccc1)S(=O)(=O)c1ccc(F)cc1 | 2.0 | 0.0 | 1 | 2
O=c1[nH]c2ccc(S(=O)(=O)N3CCN(c4ccccc4)CC3)cc2[nH]c1=O | -0.5 | -0.1 | -9 | -5
COc1cccc(-c2cc(C(=O)N3CCOCC3)c3ccccc3n2)c1 | 0.3 | -0.1 | -2 | 11
O=C(CSc1ccccn1)N/N=C/c1cccnc1 | 0.2 | 0.3 | 0 | 8
COc1ccc(C2OCC3OC(OC)C(OCc4ccccc4)C(O)C3O2)cc1 (configuration not stated) | 0.3 | -0.1 | -21 | 7
COCCCNC(=O)c1cc(Nc2ccc(OC)cc2)nc2ccccc12 | 0.2 | 0.2 | 10 | 13
Cc1noc(C)c1S(=O)(=O)Nc1ccc(C(=O)N2CCCC2)cc1 | -0.3 | 0.0 | 3 | 4
